High-throughput results: PubChem, National Center for Advancing Translational Sciences (NCATS)
SW480 rereplic: DNA re-replication induction in SW480 cells | SW480 DNA re-replication, Hoechst DNA content imaging, 48 h | Potency, µM (doses to about 46.1 µM), for the others: at the top dose re-replication activation, most hits filed as activators | hit rate 1.8% among 340,000; further: potency means the concentration at half of the fitted maximal effect; % of control where 0% means no effect; nearly all actives have a fitted effect of over 55% in size
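SW480 cells exposed to compounds for 48 hr at 37 C, 5% CO2, then Hoechst-stained 40 min. Nuclear DNA content imaged by fluorescence scanning (405 nm excitation, 500-530 nm emission); re-replication scored as increased high-intensity nuclei.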
HT1080-NT tox: kills 2HG-producing HT-1080-NT fibrosarcoma cells; HT-1080-NT fibrosarcoma viability, CellTiter-Glo ATP luminescence, 48 h; Potency, µM (highest dose often 46.1 µM), for the others: at the highest dose activity, negative = less viability, actives largely listed as cytotoxic; hit rate 1.6% among 360,000; AID 686970;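 further: NT is the 2HG producing partner of a matched IDH1 knockdown line; potency means the concentration at half of the fitted maximal effect; 0% = DMSO-treated cells and -100% = media-only wells without cells; nearly all actives have a fitted effect of over 55% in size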
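Luminescent CellTiter-Glo readout after 48 hours of compound exposure at 37 degrees C defined viability of HT-1080-NT cells. Activity was normalized to DMSO wells and cell-free media wells; concentration-response curves were fitted and assigned curve classes.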
KB-V1 MDR tox: kills drug-selected multidrug resistant KB-V1 cells. hit rate 3.4% among 400,000. Potency, µM (doses to about 46.1 µM), for inactives: top-dose activity change, negative = cytotoxicity, most hits filed as cytotoxic. KB-V1 MDR cells viability, CellTiter-Glo, 72 h. AID 1347076; further: potency means the concentration at half of the fitted maximal effect; on the % scale 0 is the no-effect control and ±100 the full control effect; nearly all actives have a fitted effect of over 60% in size
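In this primary screen, KB-V1 cells overexpressing P-gp are incubated with library compounds (lowest to highest concentration) for 72 h at 37 degrees C before a luminescent ATP viability read.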
MCF10A rereplic: induces DNA re-replication in MCF 10a normal breast cells. Potency, µM (titrated, usually from 46.1 µM), for inactives: top-dose activity, positive = re-replication, hits mostly activators. AID 624296. MCF 10A DNA re-replication, Hoechst nuclear intensity, 48 h. hit rate 2.9% among 350,000; further: potency means the concentration at half of the fitted maximal effect; % of control where 0% means no effect; nearly all actives have a fitted effect of over 50% in size
ATXN2 expr inh: reduces ATXN2 reporter expression in HEK-293 cells; HEK-293 ATXN2-luciferase reporter, luminescence, 24 h; Potency, µM (highest dose often 57 µM), without a hit: at the highest dose activity change, negative = inhibition, usual class: inhibitors; hit rate 0.72% among 360,000; AID 1745845; further: potency means the concentration at half of the fitted maximal effect; on the % scale 0 is the no-effect control and ±100 the full control effect; nearly all actives have a fitted effect of over 55% in size
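ATXN2-luciferase reporter cells (luciferase flanked by upstream and downstream ATXN2 gene portions) were treated 24 h at 37 °C with compounds at up to 57 uM. SteadyGlo luminescence gave expression; GF-AFC fluorescence gave viability.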
HT1080 IDH1KD tx: HT-1080 IDH1 knockdown cell toxicity (counter line) | HT-1080 IDH1 knockdown viability, ATP luminescence, 48 h | Potency, µM (highest dose often 46.1 µM), inactives show at the highest dose activity, negative = toxicity, hits mostly cytotoxic | hit rate 2% among 360,000 | AID 686971;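 further: potency means the concentration at half of the fitted maximal effect; 0% = DMSO wells and -100% = cell-free medium wells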
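After a 2 h attachment period, IDH1KD HT-1080 cells took pin-transferred compound for 48 h at 37 °C; ATP-based luminescence after 10 min room-temperature reagent incubation reported viability.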
WRN helicase inh: inhibitors of human WRN helicase; Q14191; WRN helicase unwinding, fluorescent forked duplex, kinetic; AID 651768; hit rate 0.46% among 360,000; Potency, µM (highest dose often 114 µM), for the others: top-dose activity change, negative = inhibition, actives largely listed as inhibitors; further: potency means the concentration at half of the fitted maximal effect; on the % scale 0 is the no-effect control and ±100 the full control effect; nearly all actives have a fitted effect of over 55% in size
Target sequence (Q14191 whole entry, looked up): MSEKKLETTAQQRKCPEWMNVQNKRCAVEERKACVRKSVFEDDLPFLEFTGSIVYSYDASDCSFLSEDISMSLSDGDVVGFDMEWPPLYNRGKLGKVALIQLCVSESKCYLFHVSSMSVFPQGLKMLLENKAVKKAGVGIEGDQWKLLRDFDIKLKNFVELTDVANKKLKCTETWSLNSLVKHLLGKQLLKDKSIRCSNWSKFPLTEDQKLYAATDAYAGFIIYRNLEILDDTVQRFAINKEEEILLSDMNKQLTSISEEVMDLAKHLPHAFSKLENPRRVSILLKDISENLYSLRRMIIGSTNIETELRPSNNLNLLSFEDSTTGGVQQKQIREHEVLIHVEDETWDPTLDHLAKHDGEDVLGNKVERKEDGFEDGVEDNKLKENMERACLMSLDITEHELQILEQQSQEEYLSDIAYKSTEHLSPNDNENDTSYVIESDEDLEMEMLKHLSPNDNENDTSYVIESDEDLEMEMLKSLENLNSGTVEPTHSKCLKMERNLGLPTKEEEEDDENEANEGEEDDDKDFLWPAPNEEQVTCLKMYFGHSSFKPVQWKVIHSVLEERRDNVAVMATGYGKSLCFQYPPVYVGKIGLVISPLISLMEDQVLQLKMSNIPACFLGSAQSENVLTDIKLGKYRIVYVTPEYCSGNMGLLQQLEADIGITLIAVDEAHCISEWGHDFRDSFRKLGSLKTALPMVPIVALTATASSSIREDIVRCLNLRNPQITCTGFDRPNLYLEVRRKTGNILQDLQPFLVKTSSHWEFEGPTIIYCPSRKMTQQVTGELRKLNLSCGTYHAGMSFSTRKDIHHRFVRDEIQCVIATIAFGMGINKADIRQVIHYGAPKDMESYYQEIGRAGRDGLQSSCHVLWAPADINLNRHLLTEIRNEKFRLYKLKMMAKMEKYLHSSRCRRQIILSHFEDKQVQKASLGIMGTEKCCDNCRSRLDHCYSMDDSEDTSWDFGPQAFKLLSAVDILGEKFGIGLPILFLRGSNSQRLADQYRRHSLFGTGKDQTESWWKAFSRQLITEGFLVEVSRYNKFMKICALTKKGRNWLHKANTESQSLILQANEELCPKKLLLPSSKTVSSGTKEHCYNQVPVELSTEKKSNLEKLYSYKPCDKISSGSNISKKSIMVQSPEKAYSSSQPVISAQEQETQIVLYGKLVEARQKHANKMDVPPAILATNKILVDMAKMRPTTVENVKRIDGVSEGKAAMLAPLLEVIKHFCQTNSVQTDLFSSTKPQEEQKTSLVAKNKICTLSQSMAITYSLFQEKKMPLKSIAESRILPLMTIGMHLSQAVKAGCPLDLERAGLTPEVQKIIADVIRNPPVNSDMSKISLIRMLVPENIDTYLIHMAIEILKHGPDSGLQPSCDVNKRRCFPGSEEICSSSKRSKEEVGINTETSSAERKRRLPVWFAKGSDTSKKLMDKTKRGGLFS
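Screening of the MLSMR collection measured strand separation of a quenched forked DNA duplex (100 nM) by 20 nM WRN with 2 mM ATP, all final. Compounds were preincubated with enzyme 15 min at room temperature.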
IL-1B inflam inh: inhibitors of inflammasome signaling (IL-1 beta secretion). THP-1 LPS/ATP IL-1B secretion, AlphaLISA, 16 h; hits give low values. activity change, % at 57.5 µM. hit rate 4.7% among 360,000. AID 743279; in the data active means activity change below about -50%; inconclusive means mostly about -30% to -49%; further: on the % scale 0 is the no-effect control and ±100 the full control effect
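THP-1 cells pretreated 1 hr with compounds (up to 57.5 uM final), then stimulated with LPS (250 ng/mL final) plus ATP (1.25 mM final); secreted IL-1B measured by AlphaLISA after 16 hr, decreased signal indicating inhibition.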
KB-3-1 tox: KB-3-1 parental cell cytotoxicity; Potency, µM (series often up to 46.1 µM), for inactives: at the highest dose activity change, negative = cytotoxic, actives largely listed as cytotoxic; KB-3-1 viability, CellTiter-Glo ATP luminescence, 72 h; hit rate 1.4% among 400,000; further: potency means the concentration at half of the fitted maximal effect; on the % scale 0 is the no-effect control and ±100 the full control effect; nearly all actives have a fitted effect of over 60% in size
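Here the drug-naive KB-3-1 line serves as comparator for MDR sub-line selectivity; cells received compound titrations, 72 h at 37 °C, then CellTiter-Glo readout.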
Numbers without * were called inactive; u = inconclusive; x = not tested or not shown; [ ] = remark or other dose. Unless noted, the call rests on the fitted dose curve; in most records, active means well fitted curve in the direction sought with a large enough effect; inconclusive means small, poorly fitted or top-dose-only effect, or another doubt; inactive means no such curve, though single readings can be large; an effect the other way counts as inactive or inconclusive.

[1] CN(Cc1ccccc1)C(=O)c1cc(-c2ccc(Br)cc2)on1
[2] c1ccc(COc2cccc(-c3cc4nc(NCc5ccc6c(c5)OCO6)ccn4n3)c2)cc1
[3] O=c1[nH]c(=S)[nH]c2c1C(c1ccccc1)OC(C1CCCCC1)C2 (centres undefined)
[4] COc1ccccc1NC(=O)CSc1nnc(-c2ccco2)o1
[5] O=C(COc1ccccc1Br)c1ccc(O)cc1O
[6] N/C(Cc1cccc2ccccc12)=N\O
[7] S=C(NCCc1ccc(Cl)cc1)Nc1ccc(Cl)cc1Cl
[8] CCCCCCCCCCOC(=O)Cn1c(COc2cccc(C)c2)[n+](C)c2ccccc21

Compound	1	2	3	4	5	6	7	8
SW480 rereplic	2%	x	x	-3%	3%	-2%	28%	9%
HT1080-NT tox	9%	-16%	-1%	16%	-22%	2%	u	u
KB-V1 MDR tox	15µM*	-20%	u	19%	-3%	7%	-5%	6%
MCF10A rereplic	-3%	x	x	-3%	-3%	-6%	u	u
ATXN2 expr inh	37%[activator]	4%	5%	4%	27%	20%	u	-35%
HT1080 IDH1KD tx	-26%	-24%	2%	10%	0%[9.24 µM]	0%	u	u
WRN helicase inh	-14%	-7%	-1%	4%	1%[57.1 µM]	0%	-17%	2%
IL-1B inflam inh	u	-28	37	5	-22	11	-79*	-97*
KB-3-1 tox	u	u	1%	11%	-1%	10%	u	u

[9] Cc1ccsc1C(=O)Nc1ccc(F)c([N+](=O)[O-])c1
[10] O=C(O)CCNC(=O)c1ccc(Br)o1
[11] O=C(NCCN1CCOCC1)c1cc(S(=O)(=O)Nc2ccccc2F)c(Cl)cc1Cl
[12] O=C(Cc1ccccc1)NCC(=O)N1CCN(Cc2cccc(Cl)c2)CC1
[13] COC(=O)c1sc(NC(=O)COc2ccccc2)nc1C
[14] Cc1c(Cl)cccc1NC(=S)NC(=O)c1ccccc1
[15] O=C(Nn1c(C2CCCCC2)nc2ccccc2c1=O)c1ccc(Cl)c([N+](=O)[O-])c1
[16] CC(C)(C)c1ccccc1NC(=O)Cn1c(=O)cnc2ccccc21

Compound	9	10	11	12	13	14	15	16
SW480 rereplic	6%	-3%	u	-2%	-6%	x	4%	-2%
HT1080-NT tox	0%	7%	7%	1%	4%	2%	u	7%
KB-V1 MDR tox	u	3%	4%	-12%	-2%	-2%	-13%	0%
MCF10A rereplic	5%	4%	0%	-6%	13%	x	7.3µM*	2%
ATXN2 expr inh	3%	-2%	-10%	x	49%[activator]	x	-23%	3%
HT1080 IDH1KD tx	-4%	-4%[9.24 µM]	-1%	0%	11%	5%	u	24%
WRN helicase inh	14%	6%	-2%	14%	3%	-5%	-10%	3%
IL-1B inflam inh	u	16	-2	-10	-26	8	-224*	-3
KB-3-1 tox	6%	10%	-8%	-4%	4%	9%	21%	9%

[17] C=C1CCN([C@@H](C)C(=O)NCCCCCC)S(=O)(=O)c2ccccc21
[18] COC(=O)c1sc(NC(=O)c2c(OC)cccc2OC)c(C#N)c1C
[19] COc1ccc(/C=C2\N=C(c3ccccc3)NNC2=O)cc1
[20] O=C(CSc1nnc(CNC(=O)c2ccccc2)o1)NCCc1ccccc1
[21] CC1=C(C(=O)N2CCOCC2)CC(CC(=O)NC(c2ccccc2)c2ccccc2)C(=O)N1CCC1=CCCCC1 (centres undefined)
[22] O=C1c2ccccc2C(=O)N1CCCc1nc2ccccc2c(=O)n1Cc1ccco1
[23] O=C(COC(=O)c1cccs1)Nc1nnc(-c2ccccc2)o1
[24] CCC(C)c1ccc(NC(=O)c2cnn3c(C(F)F)cc(C)nc23)cc1 (centres undefined)

Compound	17	18	19	20	21	22	23	24
SW480 rereplic	-20%	-5%	12%	0%	x	-5%	1%	-64%[inhibitor]
HT1080-NT tox	9%	-5%	12%	1%	-19%	3%	1%	5%
KB-V1 MDR tox	-20%	-23%	0%	25%	10µM*	u	3%	-2%
MCF10A rereplic	-1%	0%	6%	3%	x	1%	u	19%
ATXN2 expr inh	6%	x	-5%	3%	-11%	2%	6%	5%
HT1080 IDH1KD tx	2%	-12%	19%	2%	-17%	-2%[9.24 µM]	-9%	-2%
WRN helicase inh	-2%	-2%	3%	-27%	-7%	1%	-10%	-11%
IL-1B inflam inh	29	9	6	0	-19	-2	14	33
KB-3-1 tox	-1%	2%	-4%	0%	0%	3%	-5%	-5%

Part of the list above, reduced to SW480 rereplic and WRN helicase inh.
item | compound | SW480 rereplic | WRN helicase inh
22 | O=C1c2ccccc2C(=O)N1CCCc1nc2ccccc2c(=O)n1Cc1ccco1 | -5% | 1%
23 | O=C(COC(=O)c1cccs1)Nc1nnc(-c2ccccc2)o1 | 1% | -10%

Back to the main list with the 2 entries that preceded the break.
[23] O=C(COC(=O)c1cccs1)Nc1nnc(-c2ccccc2)o1
[24] CCC(C)c1ccc(NC(=O)c2cnn3c(C(F)F)cc(C)nc23)cc1 (centres undefined)
[25] COC(=O)c1ccc(NC(=O)C2CCCN2S(=O)(=O)c2ccc(C)cc2)cc1 (centres undefined)
[26] O=C(CSc1n[nH]c(=O)n1C1CC1)c1ccc(F)cc1
[27] COC(=O)CC1C(=O)NCCN1C(=S)Nc1cccc(C(F)(F)F)c1 (centres undefined)
[28] O=C(CN1C(=O)NC2(CCCC2)C1=O)OCc1cccc(Br)c1
[29] CCCCn1c(=O)n(CC(O)c2ccccc2)c(=O)c2c1ncn2C1CCCC1 (centres undefined)
[30] COc1ccc(C(=O)OCC(=O)NCC2CCCO2)cc1 (centres undefined)
[31] O=C(Cc1cn2ccsc2n1)Nc1ccccc1Oc1ccccc1
[32] CCCC[C@@H]1CNCCN1CCc1cc(C(F)(F)F)cc(C(F)(F)F)c1

Compound	23	24	25	26	27	28	29	30	31	32
SW480 rereplic	1%	-64%[inhibitor]	3%	-16%	-1%	2%	-2%	-8%	2%	-1%
HT1080-NT tox	1%	5%	-2%	-3%	8%	1%	0%	4%	-11%	0%
KB-V1 MDR tox	3%	-2%	1%	3%	18%	3%	-9%	0%	-9%	u
MCF10A rereplic	u	19%	0%	u	-1%	31%	3%	0%	u	-6%
ATXN2 expr inh	6%	5%	-23%	12%	x	x	-10%	-19%	-8%	u
HT1080 IDH1KD tx	-9%	-2%	3%	2%	8%	0%	7%	29%	-9%	-9%
WRN helicase inh	-10%	-11%	4%	3%	-3%	-1%	-4%	3%	-1%	-2%
IL-1B inflam inh	14	33	45	-9	-7	1	-7	-8	-3	-61*
KB-3-1 tox	-5%	-5%	4%	2%	0%	-3%	12%	-4%	5%	u

[33] CCOc1ccc(NC(=O)CCC(=O)N/N=C(\C)c2cccs2)cc1
[34] Cc1ccc(N/N=C(\C#N)C(=N)N2CCCCCC2)cc1
[35] CCNC(=O)N(C)C[C@H]1N[C@@](C)(C(=O)OC)[C@H]2C(=O)N(Cc3ccccc3)C(=O)[C@@H]12
[36] S=c1nn[nH]n1C12CC3CC(CC(C3)C1)C2
[37] Cc1cccc(NS(=O)(=O)c2ccc(C(=O)NCCCN3CCOCC3)cc2)c1C
[38] CCOC(=O)c1cc(OCC)c2c(ccc3cc(OC)ccc32)n1
[39] COc1ccc(CCc2nnc(CCC(=O)NCc3cc(C(C)C)no3)o2)cc1
[40] COc1cccc(/C=C/C(=O)OCC(=O)NCCNC(=O)COC(=O)/C=C/c2cccc(OC)c2)c1

Compound	33	34	35	36	37	38	39	40
SW480 rereplic	u	-1%	-11%	2%	1%	x	7%	1%
HT1080-NT tox	-2%	-22%	15%	1%	-1%	1%	5%	7%
KB-V1 MDR tox	u	-18%	-11%	2%	x	u	5%	-1%
MCF10A rereplic	2%	1%	4%	u	20%	x	-1%	4%
ATXN2 expr inh	-18%	-16%	-6%	-6%	-4%	x	65%[activator]	0%
HT1080 IDH1KD tx	-3%	-10%	14%	2%	1%	-15%	1%	0%
WRN helicase inh	-2%	-3%	3%	-6%	-18%	7%	-9%	9%
IL-1B inflam inh	-2	-10	1	32	4	0	21	33
KB-3-1 tox	25%	1%	5%	-14%	x	-16%	0%	-5%

[41] COC(=O)CCCCCCCCC(O)C[N+]1(C)CCOCC1 (centres undefined)
[42] COC(=O)c1cc(NC(=S)NC(=O)c2ccccc2)ccc1N1CCOCC1
[43] c1ccc(Cn2c(NCc3ccco3)nc3ccccc32)cc1
[44] Cc1ccccc1-n1c(Cn2c(=O)sc3ccccc32)nnc1SCC(=O)Nc1nccs1
[45] O=C(C[C@@H]1C/C=C\C[C@H](NC(=O)OCC2c3ccccc3-c3ccccc32)C(=O)OC[C@H]2CCCN2C1=O)NCCO
[46] CN(C)C1=C(Cl)C(=O)N(c2ccc(Cl)c(Cl)c2)C1=O

Compound	41	42	43	44	45	46
SW480 rereplic	-9%	-2%	0%	-10%	13%	5%
HT1080-NT tox	7%	-1%	3%	7%	-4%	9%
KB-V1 MDR tox	17%	-3%	u	u	30%	12%
MCF10A rereplic	0%	14%	21%	7%	-28%	-2%
ATXN2 expr inh	-2%	-20%	-2%	7%	-8%	x
HT1080 IDH1KD tx	6%	-3%	0%	10%	2%	18%
WRN helicase inh	3%	-5%	-9%	-7%	2%	-7%
IL-1B inflam inh	28	-8	-25	-2	9	17
KB-3-1 tox	8%	-10%	1%	4%	0%	5%
